Screening data from PubChem BioAssay.
KOR beta-arrestin-1 – KOR antagonists, beta-arrestin recruitment, cell-based, luminescence, uHTS (AID 1778) | Kappa-type opioid receptor (Homo sapiens) | actives 0.091% (n = 290,000) | KOR beta-arrestin recruitment, luminescence, antagonist mode; higher % means a stronger effect | inhibition, % at 10 µM; hits with a dose series show IC50 in µM; in the data active = inhibition above about 50%; note: strong numbers were not always called active
GPR35 arrestin U2OS – GPR35 antagonists blocking zaprinast-driven arrestin recruitment, primary screen, imaging, U2OS, beta-arrestin-GFP, zaprinast agonist (AID 2058); one-dose inhibition, % at 10 µM; IC50 in µM for titrated hits; U2OS GPR35 beta-arrestin-GFP translocation imaging, zaprinast antagonism; higher % means a stronger effect; G-protein coupled receptor 35 (Homo sapiens); actives 0.052% (n = 290,000);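 active = inhibition of at least 50% with at least 30 cells and total cytoplasm GFP at most 10,000,000; inconclusive = under 30 cells or total GFP of 10,000,000 plus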
GPR55 activation – GPR55 agonists via beta-arrestin recruitment, primary screen, imaging, U2OS cells, beta-arrestin-GFP redistribution (AID 1961); G-protein coupled receptor 55 (Homo sapiens); U2OS GPR55 beta-arrestin-GFP redistribution imaging; higher % means a stronger effect; activation, % at 10 µM; hits with a dose series show EC50 in µM; actives 0.048% (n = 290,000);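 active = activation above 40% with more than 50 cells counted in the well; inconclusive = wells holding fewer than 50 cells, flagged as toxic or sparse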;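 note: U2OS osteosarcoma cells stably expressing GPR55 and beta-arrestin-GFP; plate controls were DMSO negative control for no effect and LPI positive control for full effect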
AID2073 – inhibitors of Mint1-CaV2.2 protein interaction, biochemical, HTRF (AID 2073); one-dose inhibition, % at 20 µM; IC50 in µM for titrated hits; Voltage-dependent N-type calcium channel subunit alpha-1B (Homo sapiens); HTRF protein-protein interaction, Mint1-CaV2.2; higher % means a stronger effect; actives 0.19% (n = 290,000); in the data active = inhibition mostly above about 51%, no sharp cut-off; inconclusive = no clear call, values can overlap the other calls; inactive = mostly below about 53%; note: some results filed as inactive read as strong as hits
HIV fusion peptide – inhibitors of HIV fusion peptide binding, primary screen, biochemical, uHTS, fluorescence dequenching (AID 1986). cell-free peptide binding, fluorescence dequenching, 30 min; higher % means a stronger effect. inhibition, % at 20 µM, or IC50 in µM where a hit was titrated. actives 0.3% (n = 290,000); in the data active = inhibition mostly above about 52%, no sharp cut-off; inactive = mostly below about 76%; note: some results filed as inactive read as strong as hits
GPR55 LPI antagonism – GPR55 antagonists blocking LPI-driven arrestin recruitment, primary screen, imaging, U2OS, beta-arrestin-GFP, LPI agonist (AID 2013). U2OS GPR55 beta-arrestin-GFP translocation imaging, LPI antagonism; higher % means a stronger effect. G-protein coupled receptor 55 (Homo sapiens). inhibition, % at 10 µM, or IC50 in µM where a hit was titrated. actives 0.13% (n = 290,000);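 active = spots per cell inhibited over 60%, with over 100 cells counted and total cytoplasm intensity under 500,000; inconclusive = wells with under 100 cells, flagged as likely toxic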;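 note: U2OS cells stably carrying GPR55 and arrestin-GFP stimulated by 5 µM LPI near EC80; imaged beta-arrestin-GFP aggregate spots per cell after agonist stimulation; plate controls were LPI-stimulated DMSO wells for no effect and DMSO wells without LPI for full effect; some results filed as inactive read as strong as hits; confirmed hits need IC50 under 10 µM and bright autofluorescent wells are also inconclusive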
Siah-1 displacement – Siah-1 peptide-binding antagonists, primary screen, biochemical, fluorescence polarization, rhodamine-plectin, uHTS (AID 1817) | E3 ubiquitin-protein ligase SIAH1 (Homo sapiens) | Siah-1 / rhodamine-plectin peptide fluorescence polarization; higher % means a stronger effect | displacement, % at 20 µM; hits with a dose series show IC50 in µM | actives 0.02% (n = 290,000);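 active = displacement of at least 50% at 20 µM, with a fluorescence ratio check between 0.3 and a set limit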;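 note: plate controls were Siah plus tracer with DMSO for no effect and tracer alone without Siah for full effect; strong numbers were not always called active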
NOD1 inhibition – NOD1 signaling inhibitors, primary screen, cell-based, luminescence, uHTS (AID 1578); actives 1% (n = 290,000); inhibition, % at 4 µM; hits with a dose series show EC50 in µM; NOD1-driven NF-kB luciferase reporter cells, luminescence; higher % means a stronger effect; in the data active = inhibition mostly above about 36%, no sharp cut-off; inactive = mostly below about 34%;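 note: HEK-293T reporter cells stimulated with the NOD1 agonist gamma-tri-DAP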
KOR beta-arrestin-2 – KOR agonists, beta-arrestin recruitment, primary screen, cell-based, luminescence, uHTS (AID 1777). one-dose activation, % at 10 µM; EC50 in µM for titrated hits. Kappa-type opioid receptor (Homo sapiens). KOR beta-arrestin recruitment, luminescence; higher % means a stronger effect. actives 0.02% (n = 280,000); in the data active = activation above about 50%, passing the limit was not always enough; note: a part of the inactive calls stands beside numbers as strong as those of hits
The depositor's hits bear a star; ? = inconclusive; nt = no result given; [ ] = another dose, or the depositor's remark. A portion of the library; rates above refer to the full screens.

SMILES	KOR beta-arrestin-1	GPR35 arrestin U2OS	GPR55 activation	AID2073	HIV fusion peptide	GPR55 LPI antagonism	Siah-1 displacement	NOD1 inhibition	KOR beta-arrestin-2
OC1CCNC(=S)N1c1ccccc1 (configuration not stated)	2%	-13%	0.7%	-3%	-0.4%	-6%	2%	-34%	1.4%
S=c1[nH]nc(C2(c3ccccc3)CCCC2)o1	18%	1%	-1.9%	-20%	1.4%	-9%	0%	-1%	4.3%
CCOc1ccc2[nH]c(=O)c(CN(Cc3ccco3)C(=O)c3cccc(F)c3)cc2c1	18%	25%	-0.3%	-1%	-3.7%	2%	-6%	5%	0.0%
COc1cccc(C(=O)NCCSc2ccc(Br)cc2)c1	-3%	1%	-0.3%	1%	0.4%	-1%	6%	-17%	3.2%
CCc1nnc(NC(=O)/C=C/c2ccco2)s1	51%	1%	-0.2%	-8%	7.5%	4%	5%	-27%	-4.1%
COC(=O)Cc1c(C)c2ccc(OCC(=O)N3CCOCC3)cc2oc1=O	-12%	-18%	-0.1%	7%	1.2%	13%	0%	-20%	1.8%
Cc1cccc(OCCn2ccnc2)c1C	-9%[20 µM]	-14%	0.4%	4%	-0.5%	-9%	-1%	-24%	0.1%
COc1ccc(C2c3[nH]c4ccccc4c3C[C@H]3C(=O)N(CCCO)CC(=O)N23)c(OC)c1 (some centres not stated)	-4%	-6%	-0.1%	-10%	1.6%	3%	2%	-11%	-0.7%
CCc1nnc(NC(=O)c2ccc(S(=O)(=O)NC3CCCCC3)cc2)s1	14%	-8%	0.2%	3%	2.1%	12%	-2%	25%	0.3%
COc1cc(SC)ccc1C(=O)NCCCn1ccnc1	-1%	2%	0.2%	-4%	0.2%	4%	14%	6%	-3.1%
CCOC(=O)C1=C(CSc2nc3c(cc2C#N)CN(C)CC3)OC(N)=C(C#N)C1c1ccc(Cl)cc1 (configuration not stated)	11%	15%	0.3%	6%	-3.3%	11%	7%	9%	2.4%
CSC1=C(C#N)C(c2cccs2)CC(=O)N1C (configuration not stated)	-17%	7%	-0.2%	6%	-0.1%	18%	-4%	-13%	3.0%
S=C(c1cn(CCOc2cccc3ccccc23)c2ccccc12)N1CCCC1	25%	-13%	-0.2%	0%	6.0%	-4%	-12%	-19%	-1.5%
COc1ccccc1CCC(=O)Nc1cccc(S(=O)(=O)N2CCCC2)c1	-17%	-9%	-0.1%	12%	1.8%	0%	-1%	6%	8.7%
COc1ccccc1/C=C1\N=C(C(C)(C)C)OC1=O	-54%	9%	-0.2%	-3%	1.4%	7%	9%	-16%	-3.4%
Cc1ccc(/C=N/NC(=O)CN2CCN(Cc3ccccc3)CC2)o1	21%	6%	-0.1%	2%	-2.0%	0%	-3%	-2%	nt
CCCCC(=O)NC1(C(F)(F)F)C(=O)N(Cc2ccco2)C(C)=C1C(=O)OC (configuration not stated)	-6%	-9%	-0.1%	-2%	-1.3%	-5%	2%	-23%	5.1%
Cn1c(=O)c2c(ncn2CC(=O)N2CCN(S(=O)(=O)c3ccccc3)CC2)n(C)c1=O	nt	3%	-0.1%	15%	-0.9%	18%	4%	-47%	nt
CCc1ccccc1NC(=O)CSc1nc2n[nH]c(C)c2c(=N)n1-c1cccc(OC)c1	7%	7%	-0.2%	15%	-1.1%	10%	-9%	-15%	1.0%
Cc1ccccc1C1=NC(C(F)(F)F)(C(F)(F)F)c2c(n(-c3ccc(F)cc3)c(=O)[nH]c2=O)N1	-19%	2%	-0.3%	-2%	1.3%	-6%	4%	-19%	5.5%
CC(Cc1nnc(SCC(=O)O)n1N)c1ccccc1 (configuration not stated)	4%	-3%	-0.1%	7%	-2.9%	5%	-1%	12%	-0.7%
CC(C)(C)c1nnc(NC(=O)C2c3ccccc3Oc3ccccc32)s1	-17%	2%	0.0%	-9%	3.6%	13%	-1%	5%	1.2%
OCC1(Cc2ccccc2)CCN(Cc2ccc(-c3ccco3)cc2)CC1	22%[20 µM]	-6%	0.0%	7%	-1.0%	-4%	0%	-16%	-4.0%
CCC(=O)Nc1cc(C(=O)OC(C(=O)c2ccc(C)c(C)c2)c2ccccc2)ccc1C (configuration not stated)	-1%	0%	-0.1%	7%	1.0%	13%	2%	-5%	2.3%
COc1ccccc1NC(=O)c1nnn(CC(=O)Nc2cccc(SC)c2)c1N	-55%	14%	-0.5%	3%	-0.4%	-1%	-7%	-16%	51%
Cc1ccc(NC(=O)C2Oc3ccccc3OC2C)cc1 (configuration not stated)	6%	2%	-0.1%	6%	1.2%	-12%	9%	-26%	-2.6%
O=C(NNC(=O)C12CC3CC(CC(C3)C1)C2)c1cccc(O)c1	-8%	3%	-0.1%	12%	0.2%	2%	4%	-14%	-0.6%
O=C(CSC1=NCCS1)Nc1nc(-c2ccccc2)cs1	15%	7%	-0.2%	-6%	2.3%	3%	2%	-17%	-2.5%
CC(C)CN1C(=O)C(=O)N(CC(=O)N2CCC(Cc3ccccc3)CC2)C1=O	8%	29%	0.2%	39%	-1.3%	3%	-8%	-29%	-1.6%
COc1cc(OC)c(OC)cc1CNc1nnnn1C	-18%[20 µM]	-3%	-0.3%	8%	-0.5%	0%	2%	-11%	1.7%
O=C(COC(=O)c1cccnc1)NC1CCCc2ccccc21 (configuration not stated)	-19%	-6%	-0.4%	23%	12%	-16%	-2%	-28%	0.2%
COc1ccc(/C=N/OC(=O)Nc2ccccc2OC)cc1	-33%	-8%	-0.3%	4%	2.6%	-5%	3%	-48%	-0.2%
CN(C)c1ccc(NC(=S)NC(=O)/C=C/c2ccc(Cl)cc2)cc1	-45%	-10%	1.2%	?	-2.2%	10%	11%	-28%	-4.2%
CC(C)n1nc(C(=O)Oc2ccc(Cl)cc2)c2ccccc2c1=O	-31%	5%	-0.3%	2%	-1.2%	-9%	5%	27%	6.4%
Cc1ccc(-c2cc(C(=O)NCc3ccc4c(c3)OCO4)no2)cc1	12%	-6%	0.3%	3%	-1.7%	8%	4%	-43%	-5.1%
O=C(Nc1ccccc1)N1CCCN(c2nccc(C(F)(F)F)n2)CC1	9%	11%	-0.2%	-3%	-0.7%	15%	-2%	3%	-2.8%
N/C(=N\OC(=O)Cc1cccs1)c1ccccc1	0%	16%	-0.1%	6%	15%	6%	-2%	0%	-3.1%
O=C(O)c1ccc(OCCn2ccnc2)cc1	1%	0%	0.0%	-4%	0.3%	23%	5%	0%	1.6%
CCOc1ccc(-c2cc(C(=O)N3CCN(C)CC3)c3ccccc3n2)cc1	-34%	-2%	0.0%	39%	-1.0%	-8%	-3%	-9%	-1.4%
Oc1ccc(C(=S)N2CCCC2)cc1	-39%	1%	0.3%	-12%	2.2%	15%	-3%	16%	0.1%
O=S(=O)(c1ccc2c(c1)OCCO2)N1CCC(n2nnc3cc(C(F)(F)F)ccc32)CC1	5%	-6%	0.2%	6%	1.2%	11%	1%	14%	3.9%
CN(c1ccccc1)S(=O)(=O)c1cccc(NC(=O)CSc2ncn[nH]2)c1	23%	4%	0.4%	6%	-1.6%	1%	1%	-14%	3.5%
COC(=O)C(C(=O)OC)C(C[N+](=O)[O-])c1ccc(OC)cc1 (configuration not stated)	22%	8%	-0.1%	-2%	-2.7%	7%	-1%	6%	0.6%
CC(=O)c1c(Nc2ccccc2)sc(C(=O)c2ccccc2)c1C	9%	11%	0.5%	4%	-3.2%	56%	-1%	-26%	-1.8%
CCCOc1ccc(/C=C/C(=O)Nc2ccc([N+](=O)[O-])cc2)cc1	-3%	17%	-0.2%	-3%	-1.5%	11%	3%	77%*	-1.5%
CCOC(=O)c1ccc(NC(=O)CC2C(=O)N(c3ccc(F)cc3)C(=O)N2CCC(C)C)cc1 (configuration not stated)	52%	4%	-0.1%	0%	-2.0%	11%	-4%	-94%	-0.9%
CN(C)c1oc(COc2ccccc2F)nc1C#N	-20%	12%	0.4%	6%	0.4%	4%	2%	-21%	2.2%
O=C(CNC(=O)c1ccco1)Nc1ccc(Cl)cc1	-14%	-24%	-0.1%	-1%	2.4%	7%	3%	-22%	3.8%
CCOc1ccc(/C=N/Nc2nc(N3CCCC3)nc(N3CCCC3)n2)cc1OC	-30%	4%	0.2%	-6%	-0.8%	6%	-4%	13%	2.3%
Cc1cc(C(=O)CSc2nnc(-c3cccs3)n2Cc2ccccc2)c(C)n1C	-4%	6%	0.2%	-4%	5.0%	1%	2%	-21%	5.9%

(more compounds)
SMILES	KOR beta-arrestin-1	GPR35 arrestin U2OS	GPR55 activation	AID2073	HIV fusion peptide	GPR55 LPI antagonism	Siah-1 displacement	NOD1 inhibition	KOR beta-arrestin-2
COc1cccc(-n2cc3c(=O)n(C)c(=O)n(C)c3c2)c1	-14%	-3%	-0.2%	-8%	-1.7%	-4%	0%	-42%	0.9%
O=C1/C(=C/c2ccncc2)SC(=S)N1N1CCOCC1	-16%	7%	0.0%	-26%	-1.3%	4%	-1%	-4%	6.0%
COC(=O)c1ccc(NC(=O)Cn2nc(SC)n(N)c2=S)cc1	-35%	-6%	-0.1%	-23%	-3.5%	11%	4%	7%	3.2%
O=S(=O)(NC1CCCC1)c1ccccc1Cl	-30%	-11%	0.5%	0%	1.3%	-4%	-1%	32%	3.1%
O=C1CC(NN2CCCCC2)C(=O)N1c1ccccc1 (configuration not stated)	-36%[20 µM]	-2%	-0.1%	5%	4.4%	9%	4%	-29%	nt
O=C(CCn1cnnn1)N1CCCC(Nc2ccc(F)cc2)C1 (configuration not stated)	16%	20%	0.2%	-4%	-0.6%	-4%	3%	-20%	-2.4%
CC(NS(=O)(=O)c1ccc(N)cc1)C1CC2CCC1C2 (configuration not stated)	-46%	2%	0.2%	6%	1.1%	6%	2%	-2%	2.8%
Cc1ccccc1-c1nc(CS(=O)(=O)CC(=O)NCCCN2CC(C)CC(C)C2)c(C)o1 (configuration not stated)	-11%	-4%	0.2%	0%	0.8%	4%	6%	-1%	0.1%
O=C(CN1CC(=O)Nc2ccccc21)NCCc1ccc(Cl)cc1Cl	-13%	4%	-0.4%	?	1.4%	8%	17%	-30%	0.6%
COc1cc(OC)cc(C(=O)N[C@H](C(=O)OCC(=O)Nc2ccc(OC)c(OC)c2)C(C)C)c1	-9%	14%	0.7%	1%	-0.8%	12%	1%	-27%	0.7%
CCCOc1ccc2c3c(c(=O)oc2c1OCCC)CCCC3	-14%	9%	0.1%	43%	-2.9%	-3%	4%	nt	1.6%
COc1ccc(/C=C/C(=O)NCCc2ccc(S(N)(=O)=O)cc2)cc1	4%	10%	0.1%	-2%	0.9%	4%	2%	9%	-4.0%
